Screens as filed in PubChem.
TLR4-MyD88 BLA: inhibitors of TLR4-MyD88 association in cells, primary screen, cell-based, HeLa CL3-4, BLA complementation, FRET ratio. Toll-like receptor 4 (Homo sapiens) + Myeloid differentiation primary response protein …. HeLa CL3-4 TLR4/MyD88 BLA complementation. inhibition, % at 8.4 µM. 200,000 compounds, 0.18% hits. AID 861, 2007; in the data active = inhibition above about 25%;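 also: 0% = vehicle and 100% = reference inhibitor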
Target sequence (O00206 whole entry, looked up): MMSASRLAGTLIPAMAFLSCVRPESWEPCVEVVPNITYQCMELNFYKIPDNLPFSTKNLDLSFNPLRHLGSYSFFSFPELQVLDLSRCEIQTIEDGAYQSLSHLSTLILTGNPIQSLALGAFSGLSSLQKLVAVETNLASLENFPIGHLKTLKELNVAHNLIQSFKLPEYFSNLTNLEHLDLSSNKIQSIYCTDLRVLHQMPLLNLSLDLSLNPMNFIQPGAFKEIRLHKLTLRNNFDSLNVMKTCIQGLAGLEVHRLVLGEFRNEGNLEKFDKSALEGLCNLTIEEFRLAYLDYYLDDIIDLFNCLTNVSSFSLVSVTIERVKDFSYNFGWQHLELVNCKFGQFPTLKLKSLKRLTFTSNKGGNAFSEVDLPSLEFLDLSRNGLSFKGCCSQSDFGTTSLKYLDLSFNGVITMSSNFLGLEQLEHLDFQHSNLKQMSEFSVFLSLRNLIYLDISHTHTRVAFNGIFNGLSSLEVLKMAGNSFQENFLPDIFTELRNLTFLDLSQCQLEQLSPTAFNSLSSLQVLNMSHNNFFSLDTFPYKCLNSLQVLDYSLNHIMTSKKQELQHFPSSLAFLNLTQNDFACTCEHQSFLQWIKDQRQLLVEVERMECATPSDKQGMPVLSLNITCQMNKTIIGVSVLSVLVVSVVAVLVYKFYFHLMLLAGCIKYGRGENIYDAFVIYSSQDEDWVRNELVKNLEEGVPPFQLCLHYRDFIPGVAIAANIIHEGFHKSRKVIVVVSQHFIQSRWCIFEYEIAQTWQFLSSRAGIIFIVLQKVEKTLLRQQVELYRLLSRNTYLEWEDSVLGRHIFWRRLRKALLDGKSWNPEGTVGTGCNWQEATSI
Target sequence (Q99836 whole entry, looked up): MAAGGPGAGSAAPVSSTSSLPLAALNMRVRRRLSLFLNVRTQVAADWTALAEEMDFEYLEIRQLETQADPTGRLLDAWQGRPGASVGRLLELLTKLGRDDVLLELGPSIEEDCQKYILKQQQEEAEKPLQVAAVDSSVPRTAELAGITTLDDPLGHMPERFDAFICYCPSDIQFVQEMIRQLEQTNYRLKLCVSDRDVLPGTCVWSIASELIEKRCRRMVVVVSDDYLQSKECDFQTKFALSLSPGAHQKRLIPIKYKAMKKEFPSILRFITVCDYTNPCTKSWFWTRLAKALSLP
APP 5'UTR act: activators of APP 5'UTR luciferase reporter, primary screen, SH-SY5Y cells; activation, % at 2 µM; SH-SY5Y APP 5'UTR luciferase reporter, luminescence; zero percent = DMSO vehicle wells; 190,000 compounds, 1% hits; AID 1276, 2008;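 active = activation above a set limit, based on mean plus 3 SD of controls, cut at about 140% in these data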; also: values of inactives mirror those of a sister screen read the other way
DTT redox prof: compounds producing H2O2 with reducing agent – biochemical, NIH compound library profiling, artefact control for MLSCN library redox annotation, primary screen; DTT-dependent redox cycling H2O2, phenol red/HRP absorbance; 100% = 100 µM peroxide control, 0% = buffer; activation, % at 10 µM; 200,000 compounds, 0.03% hits; AID 878, 2007;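 active = activation of at least 50% relative to the plate's high and low controls in the primary single-dose screen; inactive = activation below 50%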;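 also: compound incubated with DTT at 0.8 mM final as the reducing agent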
STAT1 activator: STAT1 signaling activators, primary screen, cell-based, HTS, luciferase reporter; NIH 3T3 STAT1-luciferase reporter, IFN-gamma, luminescence; 100% = IFN-gamma alone, no compound; 200,000 compounds, 2.6% hits; activation (% of control), % at 5.5 µM;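 active = activation above the screen-wide mean activation plus 3 SD, cut at about 130% in these data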;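 also: raw ratio to IFN-gamma control signal so 100% means no change and 0% no light; values of inactives mirror those of a sister screen read the other way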
STAT3 activator: IL-6 driven STAT3 reporter potentiators, primary screen, U3A cells, luciferase, luminescence, MLSCN library; activation (% of control), % at 5.6 µM; AID 871, 2007; 190,000 compounds, 0.91% hits; IL-6 STAT3-luciferase reporter; 100% = signal with IL-6 EC80 alone;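 active = activation above the screen-wide mean of compound activation plus 3 SD, cut at about 130% in these data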;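 also: 0% = background luminescence of wells with medium and substrate only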
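Material: STAT3-luciferase reporter U3A cells; Probe or stimulus: IL-6 (33 ng/mL); Incubation: compound pre-incubation 1 h before IL-6, then 6 h stimulation at 37 °C; Technique: luminescence from STAT3-driven luciferase reporter; Evaluation: % activation versus median of IL-6-stimulated wells; Controls: IL-6-only high control.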
Hsp70 activator: Hsp70 transcriptional activators, primary screen, cell-based, HeLa, Hsp70 promoter luciferase, luminescence, 10 µM. HeLa Hsp70 promoter luciferase reporter; scaled: vehicle 0, proteasome-inhibitor control 100%. activation, % at 10 µM. 200,000 compounds, 0.04% hits;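 active = activation above the mean across all tested compounds plus 3 SD, cutoff set per campaign, cut at about 5.5% in these data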;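 also: 100% = MG132 at 30 µM as the positive control and 0% = DMSO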
STAT1 inh: STAT1 signaling inhibitors, primary screen, cell-based, HTS, luciferase reporter. NIH 3T3 STAT1-luciferase reporter, IFN-gamma, luminescence. inhibition, % at 5.5 µM. 200,000 compounds, 0.35% hits. AID 920, 2007;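 active = inhibition above a set limit, the mean inhibition across all tested compounds plus 3 SD, cut at about 34% in these data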;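 also: 0% = IFN-gamma with DMSO and 100% = IFN-gamma with 300 µM nifuroxazide; values of inactives mirror those of a sister screen read the other way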
STAT3 blocker: IL-6 driven STAT3 reporter inhibitors, primary screen, U3A cells, luciferase, luminescence, MLSCN library | IL-6 STAT3-luciferase reporter; host cell line lacks STAT1 | inhibition, % at 5.5 µM | 190,000 compounds, 0.89% hits | AID 862, 2007;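 active = inhibition above the mean inhibition across all screened compounds plus 3 SD, cut at about 44% in these data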;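 also: 0% = DMSO only wells and 100% = 100 µM nifuroxazide control wells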
HMGR II inh: inhibitors of E. faecalis class II HMGR, primary screen, biochemical, Enterococcus faecalis | 190,000 compounds, 0.41% hits | purified E. faecalis HMGR, NADPH absorbance 340 nm kinetic | AID 1066, 2008 | HMG-CoA reductase (Enterococcus faecalis, mvaE) | inhibition, % at 10 µM;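 active = inhibition above a set limit, the median over all tested compounds plus 3 SD, cut at about 9.5% in these data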;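 also: enzyme runs in reverse so mevalonate oxidation gives rising NADPH absorbance; 0% = complete reaction with DMSO and 100% = background rate lacking mevalonate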
NF-kB expr up: activators of NF-kB expression in neurons, primary screen, cell-based, HTS. AID 1239, 2008. human neuronal cells, NF-kB reporter expression; active compounds read high. 190,000 compounds, 1.6% hits. fold change at 12.5 µM; in the data active = fold change above about 3.3
An asterisk follows results filed as active; . = no result given.

molecule	TLR4-MyD88 BLA	APP 5'UTR act	DTT redox prof	STAT1 activator	STAT3 activator	Hsp70 activator	STAT1 inh	STAT3 blocker	HMGR II inh	NF-kB expr up
O=C(C1COc2ccccc2O1)N1CCN(c2ccccc2)CC1 (configuration not stated)	-8	-13	-0.7	101	94	-0.3	-3	12	3	1.2
CCCc1nc2sc3c(SCC(=O)NCc4ccco4)ncnc3c2c2c1CCC2	-4	3	0.1	99	106	-0.2	-1	-3	0	1.3
COc1cccc(C(=O)Oc2c(Br)cc(Br)cc2/C=N/NC(=O)c2cc(C)[nH]n2)c1	0	-45	-0.4	94	97	-0.3	5	10	-5	0.84
Brc1ccc2ncnc(NCc3ccco3)c2c1	7	-7	-0.8	92	82	-0.2	9	22	-1	0.39
CCN(CC)CCNC(=O)CCn1c(=S)[nH]c2cc3c(cc2c1=O)OCO3	-16	5	2.1	100	104	-0.1	0	0	-6	1.1
S=c1nc2ccccc2c2nc(-c3ccccc3)[nH]n12	4	15	-0.8	94	110	-0.2	7	-11	-3	1.1
O=C(Nc1ccc(N2CCOCC2)c([N+](=O)[O-])c1)c1ccco1	7	30	-1.0	132*	104	0.0	-38	0	-2	1.8
CCC(=O)NC(NC(=S)Nc1ccc(S(N)(=O)=O)cc1)C(Cl)(Cl)Cl (configuration not stated)	10	14	0.5	103	95	-0.3	-4	5	-5	0.93
COc1cc(C2C(C(=O)OCCC#N)=C(C)NC3=C2S(=O)(=O)c2ccccc23)cc(OC)c1OC (configuration not stated)	8	5	-4.9	98	99	0.0	2	6	-1	1.2
COc1cc(C2C3C(=O)N(Cc4ccccc4)C(=O)C3ON2c2ccccc2)cc(OC)c1O (configuration not stated)	-10	-6	-5.2	107	96	-0.1	-7	7	-6	0.97
C=CCSc1nc(C)c(CC(=O)OCC(C)C)c(=O)[nH]1	-5	24	-2.5	102	99	0.1	0	6	0	1
N=c1c2c(n(Cc3ccccc3)c3c1CCC3)CCC2	12	10	0.3	77	62	-0.1	26	49*	-2	0.63
Cc1sc(NC(=O)C2CCCO2)c(C#N)c1C (configuration not stated)	-5	3	-2.0	105	101	0.0	-4	4	-4	1.1
CCOC(=O)/C(C#N)=C/c1ccc(OCC(=O)Nc2cc(C)ccc2C)c(OC)c1	9	15	-3.2	107	100	-0.1	-3	10	5	0.97
CCN1CCN(C(=O)Cn2ncc3ccsc3c2=O)CC1	-13	-1	0.0	107	97	-0.2	-8	9	-1	1.5
COCCCn1cnc2c(c1=O)c1nc3ccccc3nc1n2-c1ccccc1	2	3	0.0	102	97	0.3	-2	4	-4	0.63
COC(=O)c1c(Cc2ccccc2Cl)c[nH]c1C	-3	11	-0.8	99	92	0.0	1	17	-3	1
CCCS(=O)(=O)N1CCCC(C(=O)NCCN(Cc2ccccc2)C(C)C)C1 (configuration not stated)	2	.	2.7	94	100	-0.4	7	6	-2	1
CN(C)CCOc1ncnc2c1oc1ccccc12	0	13	-1.3	95	95	-0.3	6	7	-6	1.2
CC1CCN(S(=O)(=O)c2cnc(Cl)c(Br)c2)CC1	6	-11	-0.2	93	92	-0.1	8	13	-1	1.4
Cc1ccc(S(=O)(=O)N(C)CC(O)Cn2c3ccccc3c3ccccc32)cc1 (configuration not stated)	-1	8	-0.1	98	98	-0.4	2	7	-7	0.91
COc1ccc(N2CCN(c3nc(NC(C)(C)C)nc(N4CCCCC4)n3)CC2)cc1	-12	-3	4.5	94	97	0.3	7	8	-4	1.1
O=C(NNC(=O)c1ccccc1)C(=O)N1CCCCC1	7	-6	-3.4	102	99	-0.2	-2	9	3	0.91
Cc1nn(-c2ccccc2)c(N2CCCC2)c1/C=C1\N=C(c2ccccc2)OC1=O	0	12	0.0	95	88	0.0	6	18	-7	1.2
CC(=O)c1c(C(C)=O)c(C)n(-c2nc(-c3ccccc3)c(C)s2)c1C	-2	3	2.1	102	95	-0.4	-2	5	0	0.87

Next section; the last two above are carried over.
molecule	TLR4-MyD88 BLA	APP 5'UTR act	DTT redox prof	STAT1 activator	STAT3 activator	Hsp70 activator	STAT1 inh	STAT3 blocker	HMGR II inh	NF-kB expr up
Cc1nn(-c2ccccc2)c(N2CCCC2)c1/C=C1\N=C(c2ccccc2)OC1=O	0	12	0.0	95	88	0.0	6	18	-7	1.2
CC(=O)c1c(C(C)=O)c(C)n(-c2nc(-c3ccccc3)c(C)s2)c1C	-2	3	2.1	102	95	-0.4	-2	5	0	0.87
CCC(CC)C(=O)Nc1ccc(C)cc1O	-7	-4	-0.4	89	85	-0.2	10	22	2	1.3
CCOC(=O)Nc1ccc2c(COC(=O)CNS(=O)(=O)c3ccc(NC(C)=O)cc3)cc(=O)oc2c1	-8	17	-1.1	100	88	-0.1	-1	20	-1	1.2
O=P(O)(c1ccc(Cl)cc1)c1ccc(Cl)cc1	-5	-10	1.8	93	107	0.3	8	-5	-1	1.2
CCn1c(=O)n(CC)c2cc(S(=O)(=O)Nc3cc(C)cc(C)c3C#N)ccc21	-16	13	0.2	98	108	0.1	2	-3	-1	1.1
N/C(=N\OC(=O)CN1C(=O)c2ccccc2C1=O)c1ccc(Cl)cc1	6	0	-1.0	106	100	-0.2	-7	6	1	.
COc1ccc(S(=O)(=O)N(C(=O)c2ccco2)c2cc3sc(=O)oc3c3ccccc23)cc1	-6	7	-0.1	92	99	-0.2	9	-2	5	0.9
CCOC(=O)C1=C(C)Nc2nc(=S)[nH]n2C1c1ccc(Cl)cc1 (configuration not stated)	5	5	1.4	103	98	-0.2	-3	6	1	0.88
COc1ccc(-n2c(SCC(N)=O)nnc2-c2ccc(NS(=O)(=O)c3ccc(C)cc3)cc2)cc1	4	-11	0.3	96	99	-0.2	5	8	-2	1.4
Nc1cc(Cl)ccc1N1CCCC1	0	4	-0.7	92	92	-0.2	10	14	-3	1.4
CC1CCCC(NC(=S)Nc2ccc(SC(F)F)cc2)C1C (configuration not stated)	5	-4	0.1	91	94	0.5	10	12	-9	1.2
Cc1ccc(C(C(=O)NC2CCCC2)N(Cc2cccs2)C(=O)c2csnn2)o1 (configuration not stated)	5	17	0.8	98	97	-0.4	2	8	-2	1.1
CC1CCC2C(C1)c1sc(=O)[nH]c1SC2(C)C (configuration not stated)	15	4	1.8	97	92	0.2	3	12	-2	1
O=C(CSc1nnc(-c2ccco2)n1CC1CCCO1)c1ccc(F)cc1 (configuration not stated)	7	13	1.1	95	113	-0.2	5	-9	1	0.93
CC(=O)NCc1ccc(S(=O)(=O)NC(C(=O)O)C(C)C)cc1 (configuration not stated)	1	2	-1.8	97	106	-0.2	2	-6	-5	1.1
Cc1ccc(C(=O)C(OC(=O)COc2ccccc2C)c2ccccc2)cc1 (configuration not stated)	-7	12	1.1	103	104	-0.5	-3	-5	-12	1.1
O=C(COc1ccc(C(=O)NCCc2ccccc2)cc1)Nc1ccccc1	-12	5	0.8	100	100	-0.3	0	-3	3	1
CC(=O)NC(C)C(=O)OCC(=O)c1ccc(-c2ccccc2)cc1 (configuration not stated)	10	3	-0.7	101	95	-0.1	-2	11	4	1.2
COC(=O)c1sc(N)c(C(=O)OC)c1COC(=O)CCNS(=O)(=O)c1ccc(C)cc1	5	-22	-0.2	98	102	-0.2	2	-1	1	0.82
CCCn1c(SCC(=O)c2cc(C)c(C)cc2C)n[nH]c1=O	-1	0	0.3	94	88	0.2	7	17	1	1
CCOC(=O)C1=C(O)C(=O)N(CCCn2ccnc2)C1c1ccc(C)cc1 (configuration not stated)	-7	-18	-0.3	98	100	-0.5	1	5	0	1.1
COc1cccc(NC(=O)COC(=O)c2ccccc2C(=O)N2CCN(c3ccccc3)CC2)c1	-2	-4	0.5	98	100	0.0	1	8	-5	0.99
Cc1cccc(C)c1NC(=O)N1C2CCC1CC(O)(c1cccnc1)C2 (configuration not stated)	8	8	-0.2	106	104	0.0	-8	-3	0	1
Cc1nc2sc(C(c3ccc(C(C)C)cc3)N3CCN(CCO)CC3)c(O)n2n1 (configuration not stated)	-1	16	-0.3	104	102	-0.4	-7	-3	3	1.3
CCOc1ccccc1C(=O)N(C)Cc1cc2ccccc2[nH]c1=O	1	-9	-6.9	83	102	-0.3	18	-2	-12	0.87
S=C(NCCc1ccccc1)Nc1ccc(Br)cc1	1	36	0.0	114	103	-0.4	-16	-8	-4	1.4
CC1CCCC(C)N1C(=O)CSc1nnc(-c2cccs2)o1 (configuration not stated)	8	98	2.1	147*	101	-0.1	-51	2	-1	2.7
CCC1(C)Cc2ccccc2-c2nc3n(c(=O)c21)CCS3 (configuration not stated)	2	15	-0.5	101	98	0.1	-2	6	-4	1.1
COc1ccc(CNC(=O)C(OC(=O)c2nsc(Cl)c2Cl)C(C)C)cc1 (configuration not stated)	-5	-22	-1.6	100	103	-0.3	0	1	-7	0.99
CCOc1ccc(Br)cc1-c1noc(-c2cccs2)n1	5	6	1.3	100	95	0.8	-3	10	-2	1.2
COCCn1nnnc1CN1CCC(Cc2ccccc2)CC1	9	-11	1.6	96	93	-0.2	5	12	0	0.92
CCCN1CC(O)=C(C#N)C1=O	-9	-10	0.7	101	105	-0.2	-2	0	-4	1.1
CCCOc1cccc(C(=O)NC(=S)Nc2ccc(N3CCN(C)CC3)cc2)c1	-3	3	-0.3	103	88	-0.1	-7	19	-4	1.4
CC(C)C(=O)NC(=S)Nc1ccccc1F	12	2	-5.0	99	99	-0.4	1	6	0	1.2
COc1ccc(N(C(=O)CS(=O)CC(=O)Nc2ccc(F)cc2)C(C(=O)NC2CCCCC2)c2cccs2)cc1 (configuration not stated)	-6	-4	-0.6	97	102	-0.4	3	7	-5	1.2
C=CCn1c(SCC(=O)c2ccc(CNC(C)=O)o2)nc2ccccc2c1=O	-1	-9	0.1	98	101	-0.3	4	0	-5	0.85
O=C1/C(=C/c2cccc([N+](=O)[O-])c2)CCc2ccccc21	7	8	-0.4	89	84	0.1	13	23	0	1.4
COC(=O)c1cn(Cc2c(C)cc(C)cc2C)nn1	-11	1	-0.4	96	102	-0.2	5	-2	0	1
Cc1ccc(Cl)cc1NC(=O)c1cccc(OC(F)F)c1	-10	4	0.1	101	86	0.2	-1	17	-7	0.96
